M18AAP inhibitor: PfM18AAP enzyme inhibition. recombinant PfM18AAP, H-Glu-NHMec fluorogenic cleavage. inhibition, % at 7.35 µM. 1.2% of 290,000 active. AID 1822;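 active = inhibition above the campaign mean inhibition over all tested compounds plus 3 SD, cut at about 28% in these data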;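 also: 0% = plate median of test compound wells and 100% = 2 mM ZnCl2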
VIM-2 inh: blocks Pseudomonas aeruginosa VIM-2 metallo-beta-lactamase; inhibition, % at 5.6 µM; 0.89% of 290,000 active; AID 1527; purified VIM-2, nitrocefin hydrolysis, epi-absorbance fluorescence;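 active = inhibition above the mean of all tested compounds plus 3 SD, cutoff set per screening run, cut at about 7.5% in these data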;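 also: red hydrolysis product quenches plate fluorescence so inhibitors raise well fluorescence; 0% = enzyme with DMSO and 100% = DMSO without enzyme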
HCV NS3 hel inh: inhibitors of Hepatitis C virus NS3 helicase. NS3 helicase DNA unwinding, Cy5 molecular beacon fluorescence. inhibition, % at 10.9 µM. 0.56% of 290,000 active. AID 1800;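 active = inhibition above the mean of all tested compounds plus 3 SD, set per campaign, cut at about 35% in these data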;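 also: 0% = DMSO wells and 100% = thioflavine S control wells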
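Assay system – hepatitis C virus NS3 helicase domain fragment enzyme · Buffer or medium – MOPS pH 6.5, MgCl2, DTT, Tween20, BSA · Reagent – Cy5/quencher beacon DNA duplex and ATP to start · Compound – single 10.9 µM dose · Timing – 1 h at 25 °C · Technique – Cy5 beacon fluorescence read at start and 1 h · Measure – % inhibition of unwinding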
UBC9 SUMO inh: SUMOylation inhibition; P63279; HTRF SUMOylation assay, SAE1/SAE2 + UBC9, in vitro; inhibition, % at 35 µM; 0.36% of 290,000 active; in the data active = inhibition above about 50%, passing the limit was not always enough; also: strong numbers were not always called active
FID counter: fluorescent intercalator displacement, NS3 helicase counter-screen; DNA fluorescent intercalator displacement, fluorescence; inhibition, % at 7.9 µM; 0.17% of 290,000 active; AID 1845; in the data active = inhibition above about 37%;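 also: 0% = vehicle and 100% = reference compound; higher means more ethidium bromide displaced from hairpin DNA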
IMP-1 inhibitor: inhibitors of Pseudomonas aeruginosa IMP-1 metallo-beta-lactamase. purified IMP-1, nitrocefin hydrolysis, epi-absorbance fluorescence. inhibition, % at 5.6 µM. 0.45% of 290,000 active. AID 1556;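 active = inhibition above the mean plus 3 SD of all compounds in the same screening run, cut at about 4.5% in these data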;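 also: 0% = IMP-1 with DMSO and 100% = DMSO wells lacking enzyme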
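System – purified recombinant IMP-1 beta-lactamase · Input – IMP-1 dispensed at 0.2 nM · Timing – 15 min preincubation plus 25 min reaction at 25 °C · Signal – Epi-absorbance fluorescence, 480 nm excitation, 530 nm emission · Measure – percent IMP-1 inhibition derived from blank-referenced optical density · Controls – Enzyme-plus-DMSO low control, enzyme-free DMSO high control · Replication – singlicate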
IDE cell activ: boosts human insulin-degrading enzyme activity in HEK cells; P14735; FAbeta-B cleavage, fluorescence polarization; 0% vehicle, 100% cell-free pure enzyme wells; activation, % at 5.96 µM; 0.073% of 340,000 active; AID 493087;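 active = activation above the mean of all tested compounds plus 3 SD, set per screening campaign, cut at about 17% in these data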
pCIP destab: lowers stability of the mouse p/CIP coactivator protein; Q05BA5; F442A p/CIP-EGFP cells, EGFP fluorescence, 16 h; decrease of EGFP signal, % at 10 µM; 0.01% of 290,000 active;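 active = EGFP signal decrease of at least 30% at 10 µM or well 3 SD below plate mean, unless failing retest; inactive = the rest, including hits failing retest or dose response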; also: some compounds called inactive have numbers as strong as hits; many of its hits are not listed in these tables
Target sequence (Q05BA5 1-1403): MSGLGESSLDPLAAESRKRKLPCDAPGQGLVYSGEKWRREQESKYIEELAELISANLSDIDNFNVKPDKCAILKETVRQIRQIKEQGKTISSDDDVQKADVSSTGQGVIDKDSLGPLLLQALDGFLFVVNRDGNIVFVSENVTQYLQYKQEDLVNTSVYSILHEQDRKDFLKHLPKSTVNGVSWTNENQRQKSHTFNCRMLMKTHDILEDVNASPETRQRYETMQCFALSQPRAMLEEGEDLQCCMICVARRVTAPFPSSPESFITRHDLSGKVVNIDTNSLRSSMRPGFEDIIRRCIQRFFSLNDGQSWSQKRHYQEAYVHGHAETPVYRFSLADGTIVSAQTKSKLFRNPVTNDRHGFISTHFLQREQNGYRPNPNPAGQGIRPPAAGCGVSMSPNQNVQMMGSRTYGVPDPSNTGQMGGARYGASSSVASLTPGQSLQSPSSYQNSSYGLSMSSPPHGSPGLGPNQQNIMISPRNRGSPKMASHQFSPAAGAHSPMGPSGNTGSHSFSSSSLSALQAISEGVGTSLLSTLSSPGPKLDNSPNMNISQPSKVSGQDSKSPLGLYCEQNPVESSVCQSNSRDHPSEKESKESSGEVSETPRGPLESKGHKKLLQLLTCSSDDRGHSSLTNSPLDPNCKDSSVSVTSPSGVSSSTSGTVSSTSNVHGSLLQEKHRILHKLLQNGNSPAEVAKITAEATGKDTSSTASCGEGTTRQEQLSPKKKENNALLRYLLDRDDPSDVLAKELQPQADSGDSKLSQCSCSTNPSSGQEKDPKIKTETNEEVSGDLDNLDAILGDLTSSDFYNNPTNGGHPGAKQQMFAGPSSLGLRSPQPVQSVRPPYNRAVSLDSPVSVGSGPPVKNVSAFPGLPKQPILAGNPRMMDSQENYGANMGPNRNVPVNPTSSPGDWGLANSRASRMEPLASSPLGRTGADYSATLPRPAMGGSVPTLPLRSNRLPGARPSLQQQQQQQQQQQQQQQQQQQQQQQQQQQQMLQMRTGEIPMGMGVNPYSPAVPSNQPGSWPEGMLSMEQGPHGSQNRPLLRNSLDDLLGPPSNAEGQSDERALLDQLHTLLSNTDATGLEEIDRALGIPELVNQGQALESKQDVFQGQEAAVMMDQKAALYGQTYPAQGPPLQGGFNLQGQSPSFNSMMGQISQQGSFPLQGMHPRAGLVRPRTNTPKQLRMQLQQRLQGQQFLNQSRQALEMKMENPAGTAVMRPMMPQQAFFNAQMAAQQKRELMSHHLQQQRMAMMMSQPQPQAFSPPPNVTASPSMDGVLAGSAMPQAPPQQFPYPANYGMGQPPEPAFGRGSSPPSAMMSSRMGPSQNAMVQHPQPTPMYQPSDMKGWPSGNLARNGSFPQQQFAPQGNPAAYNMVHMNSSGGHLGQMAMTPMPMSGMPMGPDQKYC
IDE cell inh: inhibits human insulin-degrading enzyme in HEK cells | P14735 | FAbetaB cleavage, fluorescence polarization | inhibition, % at 5.59 µM | 0.41% of 320,000 active;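 active = percent inhibition above the average of all tested compounds plus 3 SD, set per screening campaign, cut at about 16% in these data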;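 also: IDE supplied by intact live HEK cells; FP after avidin binding of uncleaved biotin substrate so inhibition keeps polarization high; 0% = DMSO wells and 100% = 60 µM reference IDE inhibitor Ii1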
The depositor's hits bear a star; / = not tested or not shown.

SMILES	M18AAP inhibitor	VIM-2 inh	HCV NS3 hel inh	UBC9 SUMO inh	FID counter	IMP-1 inhibitor	IDE cell activ	pCIP destab	IDE cell inh
Cc1cccc(N(CC(=O)NC2CCCC2)C(=O)c2csnn2)c1C	7	-0.5	-2	1	-7	-2.2	5	3	4
CCN(CC)c1nc2c(c(=O)n(C)c(=O)n2C)n1CC(=O)c1ccccc1	-19	0.6	0	4	-25	-0.7	/	15	2
Cc1ccc(CN(C(=O)c2ccc([N+](=O)[O-])cc2)C2CCS(=O)(=O)C2)o1 (stereo not given)	-9	-0.8	9	-7	-4	-1.4	3	6	-5
Oc1ccccc1N1CCN(c2nnnn2-c2ccccc2)CC1	7	-3.9	-6	6	-23	-2.2	-3	3	-2
Cc1c(/C=N/NC(=O)c2sc3ccccc3c2Cl)cnn1C	8	-5.3	4	16	-15	-3.1	1	-2	1
O=C(Nc1ccc(S(=O)(=O)N2CCCC2)cc1)C1CC(=O)N(c2ccccc2)C1 (stereo not given)	-1	-0.9	12	8	-16	-4.5	7	6	2
COc1cc(NC(=O)CN2CCN(c3ccccc3O)CC2)c(C)cc1[N+](=O)[O-]	10	0.8	-10	13	-11	-3.1	3	-4	2
Cc1nn(C)c(C(=O)Sc2ccccc2)c1[N+](=O)[O-]	0	-0.8	-4	11	2	-1.8	0	1	8
COc1ccc2[nH]c(=O)c(-c3nnn(-c4ccccc4)n3)cc2c1	1	-2.5	7	16	-8	-2.2	-3	-3	11
CCOC(=O)c1[nH]nc(-c2cc(CC)c(O)cc2O)c1-c1cscn1	10	-3.5	3	8	-21	-1.5	4	-2	-3
COc1ccc(OCCNC(=O)Nc2cc(F)c(F)cc2Cl)cc1	-9	-0.8	-8	10	-3	-2.6	-9	-8	18*
Fc1ccc(NC(=S)NCc2cccs2)cc1	12	-0.1	8	10	3	-1.1	6	-3	-2
CCOC(=O)C(Cc1c[nH]c2ccccc12)NC(=O)CNC(C)=O (stereo not given)	-3	-4.6	4	-23	-1	-1.1	-1	-7	4
COC(=O)CC(NC(=O)c1ccc(C)cc1)c1ccc2c(c1)OCO2 (stereo not given)	-3	-2.9	-5	12	-7	-1.2	0	0	0
CC(C)CC(=O)Nc1ccc(Cc2ccncc2)cc1	-2	0.2	2	0	-2	2.1	6	-1	-3
O=C(c1ccc(Br)cc1)N1CCCC1	4	-1.4	-4	11	2	-6.5	6	-11	4
CCCCCC(=O)Nc1cc(S(=O)(=O)N2CCOCC2)ccc1N1CCCC1	1	-2.1	-1	23	-23	-1.2	-5	-4	-2
CCOC(=O)CC1C(C(=O)OCC)ON2OC(C(=O)OC)C(C(=O)OCC)C12 (stereo not given)	3	-4.4	-2	20	-2	-3.5	0	0	8
COC(=O)[C@H](Cc1ccccc1)NC(=O)N(C)Cc1ccccc1	-4	-1.3	0	15	-12	-2.9	9	5	-5
COc1ccc[nH]c1=O	2	-1.8	-3	6	0	-4.2	1	8	5
CC[C@@H](C)[C@H](NC(=O)OC(C)(C)C)c1nnc(S(=O)(=O)Cc2cc(C)ccc2C)o1	-152	-1.8	-14	16	-32	-3.9	0	-20	1
CCCNC(=O)c1ccc(SC)cc1OC	7	-0.5	3	14	-3	-2.9	3	1	-3
CCCC(=O)N(CCN1CCOCC1)c1nc2c(OC)ccc(OC)c2s1	1	2.8	-3	3	-14	-1.0	4	-12	0
CCOc1cc(C2C(C#N)=C(N)Oc3n[nH]c(-c4ccncc4)c32)cc([N+](=O)[O-])c1O (stereo not given)	9	-3.0	-8	20	3	-3.9	/	2	3
CN(C)CCN1C(=O)C(O)=C(C(=O)c2cc3ccccc3o2)C1c1cccc(Br)c1 (stereo not given)	-3	3.0	-9	2	7	1.8	2	12	-1

Three entries from above, ordered by their value in UBC9 SUMO inh, lowest first.
mol	UBC9 SUMO inh
CCCC(=O)N(CCN1CCOCC1)c1nc2c(OC)ccc(OC)c2s1	3
CCOC(=O)c1[nH]nc(-c2cc(CC)c(O)cc2O)c1-c1cscn1	8
COc1cc(NC(=O)CN2CCN(c3ccccc3O)CC2)c(C)cc1[N+](=O)[O-]	13

(listing goes on)
SMILES	M18AAP inhibitor	VIM-2 inh	HCV NS3 hel inh	UBC9 SUMO inh	FID counter	IMP-1 inhibitor	IDE cell activ	pCIP destab	IDE cell inh
CCc1ccc(NC(=O)CNCc2ccc(OC)c(OC)c2)cc1	0	-3.3	3	24	9	-4.2	6	-13	9
CC(C)c1ccc(S(=O)(=O)N2CCN(CCC(=O)Nc3ccc(N(C)C)cc3)CC2)cc1	-1	-3.0	-10	-1	-4	-1.2	-2	-9	/
Cc1cccc(-n2ccnc2SCC(=O)O)c1C	2	-0.6	1	3	2	-1.6	0	10	5
Cc1ccc(-c2noc(C3CCCN(C(=O)c4cccc(Cl)c4)C3)n2)o1 (stereo not given)	-1	1.8	0	7	-25	-1.6	3	4	7
Cc1ccc(NCc2nnc(SCC(=O)c3ccc4c(c3)OCCO4)o2)c(C)c1	6	-2.3	12	19	-8	-1.2	-2	-10	3
O=C(O)CCCCn1c(SCc2ccccc2Cl)nc2ccsc2c1=O	6	6.7	29	22	-37	-2.4	-3	3	/
COc1cc2c(cc1OC)CN(C(=O)C(C)(C)C)CC2	-7	1.2	10	13	-10	0.5	2	-4	-4
O=C(CCS(=O)(=O)c1ccccc1)Nc1nc2cc3c(cc2s1)OCO3	-7	-0.7	18	24	-12	-1.3	3	4	6
C=CCN(c1ccccc1OC)S(=O)(=O)c1cccc(C(=O)OCC(=O)c2c[nH]c3ccccc23)c1	-3	-2.8	-14	-19	5	-1.7	-4	-3	1
COc1cc(/C=N/N2CCN(c3ccccc3OC)CC2)ccc1OC(C)=O	0	-3.2	8	2	-36	-2.1	0	-14	-2
CNC(=O)c1[nH]nc2c1CCc1ccccc1-2	3	-3.7	1	8	-4	-3.7	0	-1	-2
O=C(CCC(=O)N1CCOc2ccccc21)Nc1cc(F)ccc1F	6	-0.8	-2	8	-13	-3.0	4	-11	2
O=C(Cn1[nH]c(=O)c2ccccc2c1=O)NNC(=O)c1ccccc1	7	1.1	-9	5	-1	-3.9	-3	-7	-6
COc1ccc(C(=O)CSc2nnc(-c3cc(C)on3)o2)cc1	-11	-0.3	7	-34	-5	-1.7	4	-5	6
COc1cccc2c(=O)n(CC(=O)N3CCC(C)CC3)ccc12	-3	-7.3	1	-4	-6	-3.0	-1	-10	-3
Cn1cc([C@@H]2C[C@H]3CN(C4CCCC4)C(=O)[C@]34CCCN24)c(-c2ccccc2)n1	5	-5.1	-3	-3	-9	1.6	0	3	-3
CCN(CC)C(=O)c1cn(CCC#N)nc1-c1ccc2ccccc2c1	4	-1.1	-2	-1	-27	-1.1	-3	5	2
CC(=O)c1ccc(NC(=O)Nc2sc(NS(=O)(=O)c3ccccc3)nc2C)cc1	5	-4.1	9	19	23	-3.2	-6	-7	-2
Cc1cc(F)ccc1S(=O)(=O)Nc1ccccc1C(=O)Nc1ccccc1N1CCOCC1	-3	-1.5	-10	-5	-8	-0.8	1	4	1
CCc1nc(N)nc(N)c1-c1ccc(Cl)cc1	1	0.2	-7	25	-1	-4.0	5	-1	6
COCCn1nnnc1C1(N(Cc2cc3cc(C)ccc3[nH]c2=O)CC2CCCO2)CCN(C)CC1 (stereo not given)	/	/	/	13	/	/	4	-24	4
Cc1nc2nc(C)c(CCC(=O)NC3CCCCC3)c(C)n2n1	1	-2.7	1	9	-5	-1.6	-2	-4	1
Cc1cc(C)n(CCO)c(=O)n1	-3	0.1	-14	13	7	0.2	-1	-14	-1
C(=N\Nc1nc(N2CCOCC2)nc(N2CCOCC2)n1)/c1cccnc1	11	-2.1	2	-13	-19	-1.6	-6	-5	7
O=C(c1cccc(OC2CCN(Cc3cc(F)cc(F)c3)CC2)c1)N1CCCC1	0	-0.5	-3	-12	1	-1.7	-1	6	2
(next part)
SMILES	M18AAP inhibitor	VIM-2 inh	HCV NS3 hel inh	UBC9 SUMO inh	FID counter	IMP-1 inhibitor	IDE cell activ	pCIP destab	IDE cell inh
O=c1[nH]c2ccccc2n1CCCSCCCn1c(=O)[nH]c2ccccc21	-14	1.4	-10	15	-33	-2.4	-14	-1	7
COc1ccc(NC(=O)c2cccc(N3C(=O)C4C5C=CC(C6CC56)C4C3=O)c2)cc1 (stereo not given)	-11	-0.8	-12	6	-26	-1.9	4	6	-3
NNc1nc2c(Cl)cccc2s1	28*	0.5	-5	33	-2	-2.0	0	-6	2
O=c1[nH]c(C2CCN(S(=O)(=O)Cc3ccccc3)CC2)nc2c1nnn2Cc1ccccc1	-15	1.1	-7	-3	-46	-0.6	3	-11	-1
O=C(Nc1ccccc1Cc1ccccc1)c1ccccc1F	-2	-1.7	3	-16	-25	-1.4	-3	7	2
O=C(C1CCCN(S(=O)(=O)c2cccc3nsnc23)C1)N1CCN(c2ccccn2)CC1 (stereo not given)	1	-3.1	-6	-11	-17	0.6	0	0	4
C=CCN1C(=O)C2(NC(=O)c3ccccc3N2)c2ccccc21 (stereo not given)	2	2.1	-5	3	11	-0.8	0	-3	-5
Cc1cccc(NC(=O)c2cnccn2)c1	0	2.6	4	-1	-3	1.9	5	5	0
CCOC(=O)N1C(=O)c2cc(OC)ccc2S1(=O)=O	-1	9.4*	5	12	2	38*	2	-6	2
CCCCNC(=O)c1cc2cc(CC)ccc2[nH]1	-4	1.2	10	15	-12	-2.7	7	-4	-4
COCc1cc(C)nc2sc(C(=O)OC)c(N)c12	-10	1.0	0	18	-1	-4.1	0	-4	3
Nc1ncnc2nc(N3CCN(C(=O)c4ccccc4)CC3)[nH]c12	-3	-1.4	-1	12	1	-1.9	-1	13	5
COc1ccc(/C=C(\C#N)C(=O)C(C)(C)n2cncn2)cc1	59*	-0.9	1	2	-8	-1.2	0	-10	7
CN1CCN(/N=C/c2nc(-c3ccccc3)n3ccccc23)CC1	5	2.9	5	8	11	-0.8	-4	-1	-1
COc1ccc(Cl)cc1C(=O)Nc1nc2ccccc2[nH]1	1	0.9	-2	11	-15	-2.5	0	-10	3
CCc1ccc(C2CC(c3ccccc3)Nc3nc(N)nn32)cc1 (stereo not given)	0	-3.2	3	-9	0	-2.6	6	-4	4
COc1ccc(C(=O)NCCn2cc(SCC(N)=O)c3ccccc32)cc1	1	-2.4	10	3	-7	1.3	3	-6	10
COc1ccc(NC(=O)c2ccc(NC(=O)CCS(=O)(=O)c3cccs3)cc2)cc1	4	-0.1	0	23	-16	-1.6	5	-12	-2
CC(=O)c1ccc(NS(=O)(=O)c2cc3c(cc2C)N(C)CCO3)cc1	5	-1.6	-7	4	-17	-1.8	2	-4	-5
Cc1cccc(N2CN(Cc3ccco3)CNC2=S)c1	1	-1.3	2	-8	-6	-2.1	-1	16	-1
O=c1cc(N2CCCCCC2)[nH]c(=O)n1-c1ccccc1Cl	6	-1.7	1	-8	-12	-1.9	3	8	0
COc1cccc(C2NC(=S)NC(C)=C2C(=O)c2ccccc2)c1OC (stereo not given)	4	-1.5	-31	16	-7	-1.8	-3	-18	5
